STEP block: STEP phosphatase inhibitors, primary screen, biochemical, fluorescence intensity, uHTS; Tyrosine-protein phosphatase non-receptor type 5 (Homo sapiens), P54829; recombinant STEP, OMFP fluorogenic substrate; inhibition, % at 20 µM; 360,000 compounds, 0.25% hits; AID 588621, 2011;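 active = inhibition at 20 µM, scaled per plate between control wells, above about 37%, limit read from the data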;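 also: 0% = DMSO with enzyme and substrate and 100% = substrate only without enzyme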
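Test system: STEP tyrosine phosphatase / Reagent: OMFP at 25 µM / Doses: 20 µM, 1% DMSO / Read-out: percent inhibition scaled to no-enzyme and uninhibited-enzyme controls, plate-pattern corrected / Detection: FITC-channel fluorescence of OMFP product / Medium: Bis-Tris buffer pH 6.0, 2.5 mM DTT, 0.005% Tween 20 / Schedule: 20 min at room temperature, dark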
Rpn11 inh: Rpn11 (PSMD14) deubiquitinase inhibitors, primary screen, biochemical, fluorescence polarization, uHTS | 26S proteasome non-ATPase regulatory subunit 14 (Homo sapiens), O00487 | human 26S proteasome, Ub4-pepOG fluorescence polarization; 20S core pre-blocked with epoxomicin | calls only at 20 µM | 360,000 compounds, 0.59% hits | AID 588493, 2011;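 active = inhibition at 20 µM, scaled to each plate's controls, above about 33%, limit read from the data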
NadD inh: inhibitors of S. aureus NadD, primary screen, biochemical, colorimetric, uHTS; Nicotinate-nucleotide adenylyltransferase NadD (Staphylococcus aureus N315); purified NadD enzyme, colorimetric absorbance read-out; inhibition, % at 20 µM; 360,000 compounds, 0.78% hits; in the data active = inhibition above about 26%; also: some compounds past the cut are filed as inactive
TbMetRS inhib: T. brucei MetRS inhibitors, primary screen, biochemical, luminescence. methionyl-tRNA synthetase (Trypanosoma brucei brucei). purified T. brucei MetRS, ATP depletion, Kinase-Glo luminescence. inhibition, % at 11.9 µM. 360,000 compounds, 0.4% hits;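 active = inhibition above a per-plate cutoff of the control wells' mean inhibition plus 3 SD, cut at about 5.5% in these data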;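 also: 0% = DMSO wells median and 100% = median of wells with control inhibitor compound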
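Measured by: Kinase-Glo luciferase luminescence reporting remaining unconsumed ATP. Material: purified T. brucei MetRS enzyme. Doses: 11.9 µM compound single dose, 0.9% DMSO. Medium: HEPES buffer containing pyrophosphatase, BSA, spermine, DTT. Times: 15 min preincubation, 2 h reaction, all 25 °C. Reagent: methionine, ATP and bulk E. coli tRNA.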
LMPTP block: LMPTP phosphatase inhibitors, primary screen, biochemical, fluorescence intensity, uHTS. 360,000 compounds, 0.22% hits. recombinant LMPTP-A, OMFP fluorogenic substrate. Low molecular weight phosphotyrosine protein phosphatase (Homo sapiens), P24666. inhibition, % at 20 µM;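 active = compounds that cut the enzyme signal by at least half of the control window in the single-dose screen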;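 also: plate controls were DMSO wells with enzyme plus substrate for no effect and substrate without enzyme for full effect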
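Test system: LMPTP-A, protein tyrosine phosphatase of low molecular weight; Input: 0.625 nM enzyme; Incubation: 50 min dark incubation at room temperature; Signal: endpoint fluorescence intensity from OMFP dephosphorylation; Read-out basis: % inhibition versus control wells.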
MsrA inh: bovine MsrA enzyme inhibitors, primary screen, biochemical, absorbance, HTS; purified bovine MsrA, absorbance read-out; inhibition, % at 15.5 µM; Methionine sulfoxide reductase A (Bos taurus); 360,000 compounds, 0.75% hits; AID 651718, 2012; in the data active = inhibition above about 4.5%;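 also: 0% = vehicle wells with enzyme and 100% = reference inhibitor wells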
DNMT1 inh: human DNMT1 methyltransferase inhibitors, primary screen, biochemical, molecular beacon, fluorescence, HinP1I cleavage, uHTS; DNA (cytosine-5)-methyltransferase 1 (Homo sapiens), P26358; inhibition (reported as % activation of signal), % at 10 µM; 360,000 compounds, 0.83% hits; AID 588458, 2011; in the data active = inhibition above about 50%
Target sequence (P26358 504-1616 limits assumed): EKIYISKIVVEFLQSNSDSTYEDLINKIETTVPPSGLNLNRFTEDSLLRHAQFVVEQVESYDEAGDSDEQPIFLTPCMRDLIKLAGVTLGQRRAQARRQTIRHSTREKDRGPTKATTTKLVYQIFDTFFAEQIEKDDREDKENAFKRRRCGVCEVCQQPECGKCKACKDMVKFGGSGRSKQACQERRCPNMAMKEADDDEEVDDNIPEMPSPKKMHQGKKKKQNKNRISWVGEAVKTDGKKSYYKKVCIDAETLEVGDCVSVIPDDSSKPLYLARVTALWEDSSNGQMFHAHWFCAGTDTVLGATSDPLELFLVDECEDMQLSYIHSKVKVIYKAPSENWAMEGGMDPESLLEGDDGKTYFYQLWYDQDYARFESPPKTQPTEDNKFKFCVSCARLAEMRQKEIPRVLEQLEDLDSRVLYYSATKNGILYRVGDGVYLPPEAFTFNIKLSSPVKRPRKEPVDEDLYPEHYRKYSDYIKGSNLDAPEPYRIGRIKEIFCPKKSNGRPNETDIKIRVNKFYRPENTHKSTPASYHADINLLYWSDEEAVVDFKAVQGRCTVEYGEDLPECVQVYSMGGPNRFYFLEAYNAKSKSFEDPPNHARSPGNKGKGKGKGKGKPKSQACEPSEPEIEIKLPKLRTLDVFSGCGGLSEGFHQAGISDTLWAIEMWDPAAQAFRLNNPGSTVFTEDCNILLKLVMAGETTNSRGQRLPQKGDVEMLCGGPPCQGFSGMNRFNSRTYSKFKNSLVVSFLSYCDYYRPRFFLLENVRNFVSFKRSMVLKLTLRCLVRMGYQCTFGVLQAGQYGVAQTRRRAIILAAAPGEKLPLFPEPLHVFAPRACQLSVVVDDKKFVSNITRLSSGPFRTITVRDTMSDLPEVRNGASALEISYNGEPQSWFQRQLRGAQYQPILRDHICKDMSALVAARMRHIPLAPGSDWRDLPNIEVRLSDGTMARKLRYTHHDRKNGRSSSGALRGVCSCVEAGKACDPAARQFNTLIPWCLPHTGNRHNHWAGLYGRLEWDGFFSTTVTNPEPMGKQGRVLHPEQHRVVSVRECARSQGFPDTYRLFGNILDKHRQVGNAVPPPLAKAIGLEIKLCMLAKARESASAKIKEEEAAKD
SUMO1 PPI mod: modulators of SUMO1 protein-protein interactions, primary screen, biochemical, uHTS. SUMO1 binding to a labelled peptide, TR-FRET, 1 h. inhibition, % at 20 µM. 360,000 compounds, 0.33% hits; in the data active = inhibition above about 37%
CSN inh: inhibitors of CSN-mediated cullin deneddylation, primary screen, biochemical, fluorescence polarization, uHTS | 360,000 compounds, 0.38% hits | COP9 signalosome complex subunit 5 (Homo sapiens), Q92905 | Purified CSN, SCF-Nedd8-OG deneddylation | inhibition, % at 12.5 µM;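 active = pattern-corrected inhibition above about 35%, with an unprinted fluorescence ratio check between 0.5 and 1.5, limit read from the data, passing the limit was not always enough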;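 also: 0% = enzyme with substrate and 100% = substrate without enzyme; some results filed as inactive read as strong as hits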
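Assay system: HEK293T-derived human Csn5 enzyme; quantity: 0.24 nM enzyme; medium: Tris/NaCl/DTT buffer, pH 7.5; also added: substrate SCFSkp2-Nedd8OG, 10 nM; doses: 12.5 µM compound; schedule: 90 min reaction at room temperature; signal: FP; read-out: % inhibition of substrate cleavage by Csn5; benchmarks: substrate-only high control, full reaction low control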
Scp1 inh: Scp-1 phosphatase inhibitors, primary screen, biochemical, colorimetric, uHTS; Carboxy-terminal domain RNA polymerase II polypeptide A small phosphatase 1 (Homo …; 340,000 compounds, 0.88% hits; Recombinant Scp1, phosphopeptide, malachite green phosphate absorbance; inhibition, % at 20 µM; AID 493091, 2011;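 active = inhibition above about 50% at 20 µM, limit read from the data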;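 also: plate controls were DMSO wells with enzyme for no effect and wells lacking enzyme for full effect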
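Test system: SCP-1 phosphatase catalytic domain, residues 76-261; measured by: colorimetric phosphate reagent with accelerator and stabiliser, absorbance at 630 nm; timing: enzyme reaction 45 min at room temperature, colour 5 min, stabilisation 30 min; also added: Phosphorylated 17-residue peptide substrate; compound dosing: one concentration, 20 µM, with 1.0% DMSO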
The depositor's hits bear a star; i = inactive; nt = not tested or not shown.

canonical_smiles,STEP block,Rpn11 inh,NadD inh,TbMetRS inhib,LMPTP block,MsrA inh,DNMT1 inh,SUMO1 PPI mod,CSN inh,Scp1 inh
CCOc1ccc(Cc2c(Cl)nc(SC)nc2N(C)C)cc1,0,i,1,-0.7,1.8,0.1,-1,-1,-8,1
COc1cc(-c2nc3n(n2)C(c2cccc(OC)c2OC)C2=C(CCCC2=O)N3)cc(OC)c1OC (configuration not stated),0,i,0,-0.6,1.2,0.1,-3,1,0,-12
Nc1ccc(OCc2ccco2)cc1,2,i,4,0.5,-1.1,0.8,-5,2,-1,-10
Cc1ccc(OCC(=O)Sc2ccc(C)cc2)cc1,-2,i,-9,-1.1,-0.2,1.2,3,0,0,-22
CCCNC(=O)c1cc(C2CCCCN2C(=O)c2ccc3ccccc3c2)on1 (configuration not stated),-2,i,0,-0.3,0.0,0.1,-3,5,-1,nt
O=C(Nc1ccc(C(O)(C(F)(F)F)C(F)(F)F)cc1)c1ccc(Cl)c([N+](=O)[O-])c1,-4,i,-8,-0.9,0.9,-0.7,-11,-15,-16,-13
Cc1nn(-c2ccccc2)c(C)c1NC(=O)COC(=O)c1ccc(S(=O)(=O)C(F)F)cc1,-2,i,1,-0.5,-0.1,2.6,1,0,-3,-1
CC(C)C[C@@H](CN1CCC[C@@H]1CN1C(=S)NC[C@@H]1Cc1ccc(O)cc1)N1C[C@H](Cc2ccc(O)cc2)N(CC2CCCCCC2)C1=S,0,i,44*,0.1,1.5,-0.2,-56,4,-4,nt
CC(C)c1onc(C(=O)NCc2ccccn2)c1[N+](=O)[O-],0,i,1,-0.1,-1.6,0.4,1,-2,3,-13
CCOc1ccc(NC(=O)C2CSC(c3ccncc3)=N2)cc1 (configuration not stated),-1,i,-2,-0.1,1.3,0.2,-1,1,0,-6
CC[C@@H](CC1CCCCC1)C(=O)N(Cc1ccccc1)c1ccccc1,4,i,7,-0.3,1.1,-0.1,7,8,-3,-2
COc1cc(C(=O)N(CCc2ccccc2)C2CC3CCC(C2)N3C)cc(OC)c1OC (configuration not stated),2,i,-5,-0.5,-1.2,0.8,4,-3,1,2

One compound at a time, from the list above:
`COc1cc(C(=O)N(CCc2ccccc2)C2CC3CCC(C2)N3C)cc(OC)c1OC` (configuration not stated) is listed as STEP block = 2; Rpn11 inh = i; NadD inh = -5; TbMetRS inhib = -0.5; LMPTP block = -1.2; MsrA inh = 0.8; DNMT1 inh = 4; SUMO1 PPI mod = -3; CSN inh = 1; Scp1 inh = 2
`Cc1ccc(OCC(=O)Sc2ccc(C)cc2)cc1` is listed as STEP block = -2; Rpn11 inh = i; NadD inh = -9; TbMetRS inhib = -1.1; LMPTP block = -0.2; MsrA inh = 1.2; DNMT1 inh = 3; SUMO1 PPI mod = 0; CSN inh = 0; Scp1 inh = -22
`CCOc1ccc(NC(=O)C2CSC(c3ccncc3)=N2)cc1` (configuration not stated) is listed as STEP block = -1; Rpn11 inh = i; NadD inh = -2; TbMetRS inhib = -0.1; LMPTP block = 1.3; MsrA inh = 0.2; DNMT1 inh = -1; SUMO1 PPI mod = 1; CSN inh = 0; Scp1 inh = -6

Additional records follow.
canonical_smiles,STEP block,Rpn11 inh,NadD inh,TbMetRS inhib,LMPTP block,MsrA inh,DNMT1 inh,SUMO1 PPI mod,CSN inh,Scp1 inh
CC(C)NC(=O)Nc1ccc2c(c1)C(=O)N([C@@H](C)CO)C[C@@H](C)[C@@H](CN(C)S(=O)(=O)c1ccc(F)cc1)O2,-1,i,1,-0.6,-1.7,-0.2,0,2,-6,-6
CC(C)c1nc(CNC(=O)CC2C(=O)NCCN2Cc2ccccc2)cs1 (configuration not stated),0,i,-9,-0.3,-2.4,-0.5,-4,-3,2,nt
COC(=O)C1CCN(c2ccc(C(N)=O)cc2[N+](=O)[O-])CC1,0,i,-3,-0.1,0.4,1.0,7,-31,-6,6
O=C(Cc1ccccc1F)Nc1nc(-c2ccc(F)cc2)cs1,2,i,-8,-0.7,3.9,-0.4,-2,5,-1,-12
CCS(=O)(=O)N1CCC(NC(=O)c2cc(OC)cc(OC)c2)CC1,-3,i,-8,-0.3,-1.3,0.1,-1,0,-1,-7
O=C(CCN1C(=O)C2C3C=CC(C4CC34)C2C1=O)Oc1ccc(Br)cc1 (configuration not stated),-1,i,0,-0.4,0.7,-0.9,2,1,3,-8
CNS(=O)(=O)c1ccc(N2CCCC2=O)c([N+](=O)[O-])c1,-3,i,2,-0.6,-2.1,0.3,6,-13,-1,1
CC(=O)c1cccc(N(CC(=O)NC2CCCCC2)C(=O)Cn2nnc(-c3ccccc3)n2)c1,-1,i,-4,-0.5,0.7,0.7,0,0,-2,9
CCC(=O)Nc1nnc(S(=O)(=O)N2CCCc3ccccc32)s1,-1,i,-3,-0.7,1.2,0.1,-1,5,0,-3
O=C(NC(=S)NNC(=O)c1cnccn1)c1ccc(Cl)cc1,1,i,0,5.9*,-0.7,-1.2,4,-2,-1,-18
Cc1nnc(NC(=O)c2nn(CC(C)C)c(=O)c3ccccc23)s1,0,i,3,-0.9,-1.4,0.2,2,1,-1,-5
Cc1ccccc1NC(=O)CC1(c2ccc(N(C)C)cc2)C(=O)c2ccccc2C1=O,0,i,3,0.1,-0.8,-0.2,0,0,-1,-7

Reformatted with values ahead of the structure: part of the list above.
STEP block | Rpn11 inh | NadD inh | TbMetRS inhib | LMPTP block | MsrA inh | DNMT1 inh | SUMO1 PPI mod | CSN inh | Scp1 inh | Compound
-1 | i | 1 | -0.6 | -1.7 | -0.2 | 0 | 2 | -6 | -6 | CC(C)NC(=O)Nc1ccc2c(c1)C(=O)N([C@@H](C)CO)C[C@@H](C)[C@@H](CN(C)S(=O)(=O)c1ccc(F)cc1)O2
0 | i | -9 | -0.3 | -2.4 | -0.5 | -4 | -3 | 2 | nt | CC(C)c1nc(CNC(=O)CC2C(=O)NCCN2Cc2ccccc2)cs1 (configuration not stated)

(continued)
canonical_smiles,STEP block,Rpn11 inh,NadD inh,TbMetRS inhib,LMPTP block,MsrA inh,DNMT1 inh,SUMO1 PPI mod,CSN inh,Scp1 inh
COc1ccc(C)cc1-n1nnnc1SCC(=O)NC1CCS(=O)(=O)C1 (configuration not stated),-1,i,-2,-0.3,-1.2,-0.5,0,2,1,-9
CC(CCCC(C)(C)O)NCCO (configuration not stated),1,i,-3,-0.1,-0.6,-0.6,2,1,-4,7
Cc1csc(NC(=O)c2c(-c3ccccc3)noc2C)n1,1,i,-2,-0.5,1.3,0.8,1,-1,2,-10
O=C(CCN1C(=O)/C(=C\c2ccccc2Cl)SC1=S)Nc1cccnc1,2,i,9,-0.1,3.1,-0.2,-3,-5,2,6
CCCc1ccc(S(=O)(=O)N2CCN(C(=O)c3cc(C)on3)CC2)cc1,4,i,-5,0.0,-0.7,-0.3,9,0,-1,nt
CC(C)(C)SCCNS(=O)(=O)c1ccc(C#N)cc1,1,i,-4,0.4,-1.5,0.2,-1,0,1,-13
CSc1nc(N)c2cn[nH]c2n1,1,i,2,-0.1,-3.0,-1.5,18,3,2,-3
CCCCNC(=S)N(Cc1c(C)noc1C)c1ccccc1,-2,i,-4,-0.9,-1.1,0.8,-2,21,1,-8
COCCNC(=O)NC(=O)COC(=O)c1ccc2[nH]c3c(c2c1)CCCC3,-1,i,-7,-0.5,0.6,-0.1,-4,3,4,18
O=C(NCc1ccc(F)cc1)C1CCCN(S(=O)(=O)c2cccc3nsnc23)C1 (configuration not stated),-1,i,9,-1.0,0.6,-0.3,-1,-30,9,-1
CC1CCCN(C(=O)CSCC(=O)Nc2nc(-c3cccs3)cs2)C1 (configuration not stated),3,i,-4,-0.3,1.2,1.2,-4,-9,-3,-9
COc1ccc(CN2C(=O)C(O)(CC(=O)c3c(C)n[nH]c3C)c3ccccc32)cc1OC (configuration not stated),-2,i,2,-0.8,-1.2,0.7,2,-3,-1,-5

Additional records:
canonical_smiles,STEP block,Rpn11 inh,NadD inh,TbMetRS inhib,LMPTP block,MsrA inh,DNMT1 inh,SUMO1 PPI mod,CSN inh,Scp1 inh
COc1ccc(OC)c(Nc2ncnc3sccc23)c1,0,i,0,-1.2,-0.8,0.3,-2,6,-2,-7
Cc1cc(S(=O)(=O)Nc2ncnc3sccc23)ccc1F,-3,i,0,0.4,0.2,0.2,4,12,2,nt
Cc1cc(C(=O)Nc2c(C)cccc2C)n(-c2ccccc2)n1,1,i,-3,0.2,-1.3,-0.1,1,10,2,-10
Cc1cc(C)cc(N(C(=O)c2ccccn2)C(C(=O)NC2CCCCC2)c2ccncc2)c1 (configuration not stated),-1,i,0,-1.2,-0.5,-0.2,4,0,-2,-3
CCN(CC)C(=O)c1sc2[nH]c(=S)n(-c3ccccc3)c(=O)c2c1C,0,i,10,-0.2,-2.1,3.6,8,0,-2,-9
COC(=O)COC(=O)c1ccc(Oc2nc(OC)nc(N(C)C)n2)cc1,-1,i,3,-0.3,-0.3,-1.3,-19,-2,-1,-2
Cc1ccc(NC(=O)NN2CCN(C)CC2)cc1C,0,i,-2,-0.2,-0.5,0.1,3,-4,-3,-2
COc1ccc([N+](=O)[O-])c(O)c1C(C)=O,0,i,-1,-0.2,0.4,2.5,1,-4,5,-5
CCOc1ccc(C(CC(=O)O)NC(=O)COc2ccc3ccccc3c2)cc1OC (configuration not stated),2,i,-2,-0.2,-0.7,0.1,-5,-1,-8,-7
O=C(Nc1cccnc1)c1cc(-c2ccc(Cl)c(Cl)c2)on1,0,i,1,-0.1,0.6,-0.3,38,7,-7,-5

Compound activity as filed in PubChem.
